# PV pol inh = poliovirus RNA polymerase inhibition | % elongation, % (compound at 16.7 µg/mL) | poliovirus polymerase elongation, fluorescence polarization; active compounds read low | 150,000 compounds, 0.66% hits | P03300 | AID 588519; in the data active = % elongation below about 90%; note: some results filed as inactive read as strong as hits
# Target sequence (P03300 1749-2209 limits assumed): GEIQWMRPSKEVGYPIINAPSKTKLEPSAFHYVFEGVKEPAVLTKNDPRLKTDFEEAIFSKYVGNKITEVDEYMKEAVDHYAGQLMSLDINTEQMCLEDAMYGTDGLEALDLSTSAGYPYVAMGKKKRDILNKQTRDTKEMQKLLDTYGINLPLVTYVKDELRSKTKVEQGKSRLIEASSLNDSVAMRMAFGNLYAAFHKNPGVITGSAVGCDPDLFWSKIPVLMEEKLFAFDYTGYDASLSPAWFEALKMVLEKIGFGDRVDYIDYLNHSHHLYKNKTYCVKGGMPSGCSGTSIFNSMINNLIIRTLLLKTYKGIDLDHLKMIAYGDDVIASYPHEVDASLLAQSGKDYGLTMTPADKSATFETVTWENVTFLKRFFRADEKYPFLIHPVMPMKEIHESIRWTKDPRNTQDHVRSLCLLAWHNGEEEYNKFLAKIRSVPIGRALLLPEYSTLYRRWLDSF
# PV pol inh FP z-score = also measured in PV pol inh; calls as there; z-score; measured here: FP z-score; hits read low
# Numbers without * were called inactive; & = joins results of further samples.
no.	Molecule	PV pol inh	PV pol inh FP z-score
1	O=[n+]1cc(-c2cccc(C(F)(F)F)c2)n([O-])c2c1CCCC2	105	1.1
2	COc1ccc(OC)c(CNC(=O)Cc2ccc(NC(=O)N3CCSc4ncccc43)cc2)c1	102	-0.7
3	COc1ccc(C2C(C#N)=C3N=C(N)c4ccccc4N3C3=C2C(=O)CC(C)(C)C3)cc1 (stereo unspecified)	103	0.8
4	COCCn1c(SCC(=O)NCc2ccco2)nnc1-c1cccs1	102	0.1
5	Cc1ccc(NC(=O)CONS(=O)(=O)c2ccccc2)cc1C	101	-0.3
6	CCCCN(CC)Cc1ccc(CNC(=O)Nc2ccc(OCC)cc2)o1	101	0.1
7	COc1cccc(NC(=O)CN(CCc2ccccc2)S(=O)(=O)c2ccc(Cl)cc2)c1	104	0
8	N#CCCCOc1ccccc1	105	0.6
9	COc1ccc(CC(=O)Nc2ccc3c(C(F)(F)F)cc(=O)oc3c2)cc1OC	103	0.3
10	Oc1cc2c(cc1CN1CC=C(c3ccccc3)CC1)OCO2	101	0
11	O=C(O)/C=C\C(=O)Nc1ccccc1Sc1nccc(C(F)(F)F)n1	105	0.7
12	Cc1cccc(OCC(=O)Nc2c(C(=O)N3CCN(c4ccccc4)CC3)oc3ccccc23)c1	107	-0.1
13	N#CC(C#N)=Cc1cccn1-c1ccc(C(F)(F)F)cc1	102	0
14	Cc1ccc(NC(=O)Cn2ccn(CCc3ccc(S(N)(=O)=O)cc3)c(=O)c2=O)cc1F	101	-0.1
15	CC(Oc1ccc(Cl)cc1Cl)C(=O)NN1C(=O)c2ccccc2C1=O (stereo unspecified)	105	0.3
16	O=C(CC1C(=O)N(c2ccc(F)cc2)C(=O)N1Cc1cccnc1)Nc1ccc(F)cc1 (stereo unspecified)	103	-1
17	COc1ccc(Cn2c(CNS(=O)(=O)c3ccc4c(c3)CCCC4)nc3cccnc32)cc1	105	-0.6
18	O=S1(=O)CCC(n2nnnc2-c2ccc(Cl)cc2)C1 (stereo unspecified)	102	-0.1
19	COc1cccc(-c2noc(-c3cc4ccccc4oc3=O)n2)c1	103	0.4
20	c1cncc(C2Nc3ccccc3-c3nc4ccccc4n32)c1 (stereo unspecified)	98	-0.4
21	COc1ccc(C(=O)NN=C2CCCC2)cc1	103	0.4
22	COc1ccc(NC(=O)Cn2c(SCc3c(F)cccc3Cl)nc3ccncc32)cc1OC	105	-0.8
23	Cc1cc(N2CCN(C(=O)OC(C)(C)C)CC2)nc(C(C)C)n1	101	-0.2
24	CCSCc1cc(=O)[nH]c(-c2ccc(C(F)(F)F)cc2)n1	101	0
25	Cc1ccc(C(=O)OCC(=O)N2CC(C)OC(C)C2)cc1 (stereo unspecified)	101	-0.4

# Two records picked at random from the list so far, as already listed:
no.	Molecule	PV pol inh	PV pol inh FP z-score
8	N#CCCCOc1ccccc1	105	0.6
21	COc1ccc(C(=O)NN=C2CCCC2)cc1	103	0.4

# The list continues.
no.	Molecule	PV pol inh	PV pol inh FP z-score
26	Cc1cccc(Cc2c(C)nc3nc(SCC(=O)NC4CCCCC4)nn3c2C)c1	103	-0.5
27	CCN(CC(=O)NCc1ccc(F)cc1)C(=O)c1cc2ccccc2o1	105	0.3
28	Cc1ccc(-c2cc(C(F)(F)F)nn2-c2ccc(S(N)(=O)=O)cc2)cc1	100	0.1
29	Cc1ccc(/C=C2/CC(C)C/C(=C\c3ccc(C)o3)C2=O)o1 (stereo unspecified)	120	4.4
30	CC1Cc2ccccc2N1C(=O)CN(C)CC(=O)Nc1ccc(OC(F)(F)F)cc1 (stereo unspecified)	102	0
31	CN(C(=O)CSc1nc2ncccc2[nH]1)c1ccccc1	102	0
32	Cc1ccc(C(=O)N2CCN(c3cccc(Cl)c3)CC2)cc1-n1c(C)nc2cccnc21	111	0.7
33	Cc1ccc(-n2nc(C)c3c(C(=O)NCCc4ccc(S(N)(=O)=O)cc4)cc(C)nc32)cc1	112	0.9
34	CCC1CCCCN1CC(=O)Nc1cc(C)c2c(=O)oc3ccccc3c2n1 (stereo unspecified)	118	1.6
35	C=CCc1ccccc1OCC(N)=O	101	0.4
36	COC(=O)CCNc1n[nH]c(=O)[nH]c1=O	106	1.1
37	COc1ccccc1-c1cc(=O)n(CC(=O)O)c2c1CCCC2	104	0.9
38	CN(C)c1cccc(C(=O)OCc2cc(Cl)cc3c2OCOC3)c1	99	-0.7
39	Cc1nnc(SC2CCN(S(=O)(=O)c3cccc(C(F)(F)F)c3)CC2)s1	106	2.4
40	Cc1ccc(-c2cc(C(=O)N(C)Cc3c(C)nn(C)c3C)c3cc(Br)ccc3n2)cc1	102	0
41	Cc1ccc2c(Sc3ccc(Cl)cc3)c(C(=O)N3CCC(C)CC3)[nH]c2c1	114	1.5
42	O=C(C[n+]1ccc(/C=N/O)cc1)Nc1ccc(C(=O)O)cc1	99	-0.2
43	Cc1oc(C(=O)O)cc1CSC(C)C(=O)O (stereo unspecified)	103	0.4
44	COc1ccc(NC(=O)C(=O)NCC(c2ccc3c(c2)OCO3)N2CCN(C)CC2)cc1 (stereo unspecified)	99	-0.5
45	O=C(O)c1[nH]c2ccccc2c1Br	99	-0.8
46	COc1ccccc1NC(=O)COC(=O)C1(c2ccc(F)cc2)CCCC1	101	-0.2
47	Cc1noc(NS(=O)(=O)c2ccc(NC(=O)c3ccccc3)cc2)c1C	100	0
48	Cc1cc(C)cc(NC(=O)CSc2nnc(CNC(=O)c3c(F)cccc3Cl)o2)c1	115	0.8
49	COc1ccc(C(=O)NC(CC(=O)O)c2ccc(OC)cc2)cc1 (stereo unspecified)	101	-0.1
50	CC1CCC(NCC(O)c2ccccc2)CC1 (stereo unspecified)	106	0.5

# Next results follow:
no.	Molecule	PV pol inh	PV pol inh FP z-score
51	CCOC(=O)N1CCC(NC(=O)Nc2ccc(C)c(Cl)c2)CC1	104	0.4
52	CC(C)C(N)c1ccccc1 (stereo unspecified)	98	-0.6
53	O=C(/C=C/c1ccc2c(c1)OCO2)NC1=NCCS1	105	0
54	O=C(Cn1nnc2ccccc21)Nc1ccc2ccccc2c1	100	-0.6
55	N/N=C(/C(=O)c1ccccc1)c1ccccc1	103	0.1
56	O=C(CNC1CCCC1)Nc1ccc(N2CCCC2)cc1	101	-0.2
57	COC(=O)c1cc2sc(Cl)cc2[nH]1	101	-0.8
58	CCc1ccc(-c2[nH]nc3nc(-c4ccc(O)cc4)cc(C(=O)O)c23)cc1	103	0.4
59	CCc1ccc(C2C(C(=O)OC)=CN(CC3CCCO3)C=C2C(=O)OC)cc1 (stereo unspecified)	102	0.2
60	O=C(NC1CC(=O)N(c2ccccc2)C1)c1ccc(S(=O)(=O)N2CCOCC2)cc1 (stereo unspecified)	105	-0.3
61	CC(C(=O)NCc1ccccn1)N(c1ccccc1)S(C)(=O)=O (stereo unspecified)	101	-0.1
62	O=C(O)/C=C/C=C/c1ccc(Cl)cc1	99	-0.3
63	CN1C(=O)c2ccc(NC(=O)c3cccc4ccccc34)cc2C1=O	101	0
64	CCOC(=O)c1sc2ccccc2c1S(=O)(=O)Nc1ccc(CC)cc1	104	0.2
65	COc1c2c(nc3occc13)C(CC=C(C)C)(OC)C(OC(C)=O)CC2 (stereo unspecified)	102	0.2
66	CCC(=O)Nc1nc2ccc(CC)cc2s1	99	-0.3
67	Brc1cccc(-c2nnc3sc(CN4CCc5ccccc5C4)cn23)c1	98	-0.9
68	CCCNC(=O)C1CCC(CNS(=O)(=O)c2ccc3c(c2)N(C(C)=O)CCO3)CC1 (stereo unspecified)	100	-0.9
69	COc1ccc2c(c1)c1c(c(=O)n(-c3ccc(OC)c(OC)c3)c(=O)n1Cc1ccccc1F)n2C	112	1
70	CCNc1nc(NCC)n2c(=S)n(CN3CCOCC3)nc2n1	101	0.3
71	CCOc1ccc(OCC)c(NC(=O)C2CCN(c3nnc(-n4cccc4)s3)CC2)c1	111	0.9
72	O=C(CNc1cccc(C(F)(F)F)c1)NN1C(=O)NC2(CCCCC2)C1=O	103	0.2
73	CN(C)c1ccc(Nc2nc(-c3cccnc3)nc3ccccc23)cc1	100	0
74	COc1ccc(N2CC(NC(=O)/C=C\c3ccccc3)CC2=O)cc1OC (stereo unspecified)	110	0.8
75	CCc1cccc(CC)c1NC(=O)CCS(=O)(=O)c1ccc(Br)s1	102	-0.1

# Given as labelled records: three of the compounds above
(68) CCCNC(=O)C1CCC(CNS(=O)(=O)c2ccc3c(c2)N(C(C)=O)CCO3)CC1 (stereo unspecified)
  PV pol inh: 100; PV pol inh FP z-score: -0.9

(69) COc1ccc2c(c1)c1c(c(=O)n(-c3ccc(OC)c(OC)c3)c(=O)n1Cc1ccccc1F)n2C
  PV pol inh: 112; PV pol inh FP z-score: 1

(70) CCNc1nc(NCC)n2c(=S)n(CN3CCOCC3)nc2n1
  PV pol inh: 101; PV pol inh FP z-score: 0.3

# Next results
no.	Molecule	PV pol inh	PV pol inh FP z-score
76	COc1ccc(C2c3c(n(C)c4ccccc34)C(=O)N2CC(=O)Nc2ccccc2F)cc1 (stereo unspecified)	108	0.4
77	CC1CC1C(=O)OCC(=O)Nc1ccccc1C(F)(F)F (stereo unspecified)	102	0.4
78	CSc1ccc(CN(C)CC(=O)NC2(C#N)CCCC2)cc1	99	-0.6
79	CCN(CC(=O)Nc1ccccc1OC)C(=O)c1ccc(-n2cccn2)cc1	109	0.8
80	CCOC(=O)C1CCN(C(=O)c2ccc3c(c2)sc2nc(-c4ccc(OCC)cc4)cn23)CC1	108	0.3
81	Cc1sc(-n2cccc2)c(C#N)c1C	103	0.3
82	Clc1ccc(C2=CC(c3cccs3)n3c(nc4ccccc43)N2)cc1 (stereo unspecified)	102	0.5
83	O=C(NC1CCc2ccccc21)c1cn(-c2ccc(F)cc2)nn1 (stereo unspecified)	103	0.8
84	O=C(Nc1cccc(Cl)c1)c1ccc(F)c(S(=O)(=O)N2CCC3(CC2)OCCO3)c1	100	-0.3
85	CN1CCC(NC(=O)c2ccncc2)CC1	101	0
86	O=C(O)CC12CSc3[nH]c(=O)sc3C1c1ccccc1OC2=O (stereo unspecified)	94	-1.8
87	O=C(NC1CCCC1)c1c(O)c2cccc3c2n(c1=O)CC3	103	0
88	O=C(O)CCn1c(C(=O)O)cc2sccc21	103	0.2
89	CCc1cc2c3c([nH]c2cc1S(=O)(=O)N1CCCCC1)CCCC3=O	100	-0.2
90	CCn1c2ccccc2c2cc(NC(=O)CCC3CCCCC3)ccc21	102	0
91	CCn1c(-c2ccccc2)c[nH]c1=S	99	-0.7
92	COc1ccc(-c2cc(C(F)(F)F)nc(SCCC(=O)Nc3ccc(OC)c(OC)c3)n2)cc1	104	0
93	COc1cc(OC)c(NC(=O)Cn2c(=O)cc(C)c3c(C)nn(-c4ccc(C)cc4)c32)cc1Cl	106	0.1
94	O=C(OCC(=O)c1c[nH]c2ccccc12)c1ccc(-n2cnnn2)cc1	105	0.4
95	CCc1ccc(/C=C(/C#N)c2nc(-c3ccc(C)cc3)cs2)cc1	106	0.4
96	COc1ccc(C(=O)N2CCC(c3c[nH]c4ccccc34)(c3c[nH]c4ccccc34)CC2)cc1	113	2
97	C=CCn1c(SCC(=O)N2CC(C)CC(C)C2)nc2ccccc2c1=O (stereo unspecified)	104	0.4
98	CCN(C(=O)CSc1ncn[nH]1)c1ccccc1	100	-0.1
99	COc1ccc(C(CC(=O)Nc2cc(OC)cc(OC)c2)n2cccc2)cc1 (stereo unspecified)	102	-0.7
100	NNC(=O)C(Sc1n[nH]c(=O)[nH]c1=O)c1ccccc1 (stereo unspecified)	101	-0.1

# Further structures follow:
no.	Molecule	PV pol inh	PV pol inh FP z-score
101	CC[C@@H](CO)NC(=O)[C@@H]1C=C2c3cccc4[nH]cc(c34)C[C@H]2N(C)C1	101	0.3
102	O=C(OC1CCOC1=O)c1cccnc1Nc1cccc(C(F)(F)F)c1 (stereo unspecified)	100	-0.3
103	COC(=O)c1c(C)oc2c1cc(NS(=O)(=O)c1c(C)cc(C)cc1C)c1ccccc12	105	0
104	C=Cc1c(C)/c2[n-]/c1=C\c1[n-]c(c(CC)c1C)/C=c1\[n-]c3c(c1C)C(=O)C(C(=O)[O-])C=3c1[n-]c(c(C)c1CCC(=O)[O-])\C=2.[Cu].[Na+].[Na+] (stereo unspecified)	95	-0.5
105	CCOc1ccc(C(=S)N(C)C)cc1	100	0.1
106	CC(=O)c1ccc(NC(=O)CSC2=Nc3ccccc3N=C(c3ccc(F)cc3)C2)cc1	107	0
107	Cc1cc(=O)n2nc(N3CCC(C(=O)Nc4ccc(C)c(Cl)c4)CC3)sc2n1	109	0.1
108	C/C(=C\C(=Nc1ccccc1O)c1ccccn1)c1ccccn1	103	0.6
109	CN(CCNS(=O)(=O)c1ccc(-c2cc(C(F)(F)F)no2)s1)C1CCCCC1	104	1.8
110	Cc1nc2ccn(Cc3cccnc3)c(=O)c2cc1C(=O)N1CCN(c2ccc(F)cc2)CC1	98	-1.5
111	COC(=O)C1=C(C)N(c2ccc(C)cc2)/C(=C/c2ccc(OC)cc2)C1=O	102	0
112	CN(CCc1ccccn1)C(=O)CC1(CC(=O)O)CCCC1	101	-0.3
113	CCOC(=O)c1ccccc1NC(=O)CSc1ccc(-c2sc(C)nc2C)nn1	105	-0.6
114	CCOc1cc(/C=C2\C(=O)Nc3ccc(Br)cc32)ccc1OCC(=O)O	102	0.1
115	N#CC1=C(N)c2ccccc2CC12CCCCC2	99	-0.5
116	N#Cc1c(N)nc(Sc2ccc(Cl)cc2)c(C#N)c1-c1cccs1	103	0.2
117	O=c1c2ccccc2[se]n1-c1ccccc1	99&95&98	-0.6&-1.1&-0.2
118	Nc1nc2nc(N3CCOCC3)[nH]c2c(=O)[nH]1	99	-0.5
119	CC1CN(C(=O)N2CCC(C(=O)NCCCc3ccccc3)CC2)c2cc(Cl)ccc2O1 (stereo unspecified)	105	-0.2
120	COc1cc(NC(=O)C(CC(C)C)N2Cc3ccccc3C2=O)cc(OC)c1 (stereo unspecified)	106	-0.3
121	Cc1cn(C)c(CC(=O)N2CCN(c3ccccc3F)CC2)c1C(=O)O	103	-0.6
122	O=C(CNC(=O)c1ccccc1)NCC1COc2ccccc2O1 (stereo unspecified)	105	0.3
123	COC(=O)C1=CN(C(C)C)C=C(C(=O)OC)C1c1ccc2c(c1)OCO2	101	0.1

# Screening data deposited in PubChem BioAssay by ICCB-Longwood Screening Facility, Harvard Medical School.

# This is a subset; count on the stated rates, not on these rows.
